Polio RdRp inh – inhibitors of poliovirus RNA polymerase binding and polymerization; poliovirus polymerase elongation, fluorescence polarization; stronger effect = lower value; actives 0.66% (n = 150,000); % elongation, % (compound at 16.7 µg/mL); AID 588519; P03300; in the data active means % elongation below about 90%; further: some results filed as inactive read as strong as hits
Target sequence (P03300 1749-2209 limits assumed): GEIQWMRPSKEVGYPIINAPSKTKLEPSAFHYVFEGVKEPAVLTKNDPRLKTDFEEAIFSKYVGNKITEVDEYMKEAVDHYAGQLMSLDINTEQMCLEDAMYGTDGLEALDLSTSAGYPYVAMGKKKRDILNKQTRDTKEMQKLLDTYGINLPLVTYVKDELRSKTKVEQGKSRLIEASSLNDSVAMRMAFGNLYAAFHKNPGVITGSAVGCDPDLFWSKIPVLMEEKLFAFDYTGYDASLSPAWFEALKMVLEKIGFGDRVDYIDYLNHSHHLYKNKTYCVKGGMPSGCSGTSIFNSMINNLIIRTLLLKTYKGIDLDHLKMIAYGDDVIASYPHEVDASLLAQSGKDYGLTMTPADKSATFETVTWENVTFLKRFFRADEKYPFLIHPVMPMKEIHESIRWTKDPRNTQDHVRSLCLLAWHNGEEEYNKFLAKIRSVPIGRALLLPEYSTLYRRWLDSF
Polio RdRp inh FP z-score – second read-out of Polio RdRp inh, no call of its own (marks repeat the call); z-score; measured here: FP z-score; hits read low
* = called active by the depositor.

SMILES	Polio RdRp inh	Polio RdRp inh FP z-score
CCCCN(C)C(=O)Cn1ncc2c([nH]c3ccc(C)cc32)c1=O	102.0	-0.2
CC(=O)NCCC(=O)Nc1ccc(C(F)(F)F)cc1	99.0	-0.2
COc1ccc(O)c(C2=Nc3ccccc3N=C(c3ccccc3)C2)c1	104.0	-0.1
Cc1cc(C)cc(Nc2cc(C(=O)NC3CCCC3)c3ccccc3n2)c1	102.0	0.1
O=S(=O)(c1ccc(-c2ccon2)s1)N(Cc1ccccn1)Cc1ccccn1	104.0	0.3
OCCN1CCN(C(c2ccc(Cl)cc2Cl)c2sc3nc(-c4ccco4)nn3c2O)CC1 (centres undefined)	107.0	0.3
O=C(c1cnc(N2CCOCC2)c2ccccc12)N1CCN(c2ccccc2F)CC1	106.0	-0.3
COc1ccc(CNc2nc(-c3ccc(OC)c(OC)c3)cc(C(F)(F)F)n2)cc1	102.0	-1
NC(=O)C1CCN(C(=O)CCCc2nnc3n4nc(-c5ccccc5)nc4c4ccccc4n23)CC1	100.0	-0.1
O=C(O)CSc1ncnc2c1oc1ccccc12	101.0	-0.1
CCOC(=O)c1c(C)oc2ccc(N(C(=O)c3ccncc3)S(=O)(=O)c3ccc(F)cc3)cc12	101.0	-1.3
CCn1nc(C)c(Br)c1C(=O)Oc1ccc(Cl)cc1	107.0	0.8
COc1ccc(C(Nc2ccccn2)c2ccc3ccc(C)nc3c2O)cc1C (centres undefined)	122.0	5.7
CCN(CC)S(=O)(=O)c1ccc2oc(=S)n(CN(C(C)C)C(C)C)c2c1	88.0	-2.2
CC1=C(C(=O)Nc2cccnc2)C(c2cccc(O)c2)n2nc(SCc3ccccc3)nc2N1 (centres undefined)	100.0	-0.5
Cc1ccc(C(=O)COC(=O)CCC(=O)Nc2ccc(Oc3ccccc3)cc2)cc1	106.0	0.3
CC1(C)CC(=O)C2=C(C1)NC(Nc1nc3ccccc3o1)=NC21CCCCC1	100.0	0.1
COc1ccc(Cl)cc1NC(=O)c1ccc(CN2C(=O)CCn3nc(C)cc32)cc1	107.0	-0.1
Cc1c(O)nc(N)[nH]c1=O	104.0	0.7
COc1cccc(CNC(=O)C2CCCN(c3ncnc4onc(-c5ccc(F)cc5)c34)C2)c1 (centres undefined)	110.0	0.4
O=C(NC1CCCCC1)N1CCN(C2CCCCC2)CC1	101.0	0
CC1CN(C(=O)c2ccccc2C(=O)c2ncc[nH]2)CC(C)O1 (centres undefined)	107.0	1.1
C=CCn1c(C(O)c2ccccc2)n[nH]c1=S (centres undefined)	98.0	-1.6
O=C(CSc1nc(C(F)(F)F)nc2ccccc12)N1CCNC1=O	106.0	0.5
COC(=O)c1scc(-c2ccc(C)cc2)c1S(=O)(=O)N1CCN(c2ccc(C(C)=O)cc2)CC1	109.0	0.8
CC(C)CN(CC(C)C)CC(O)Cn1cc(/C=C/C(=O)c2ccccc2)c2ccccc21 (centres undefined)	112.0	1
O=c1[nH][nH]c(=S)n1CC1CCCO1 (centres undefined)	95.0	-0.4
CCCn1nc(C(=O)O)ccc1=O	102.0	0.1
O=C(C(C(=O)N1CCCCC1)C12CC3CC(CC(C3)C1)C2)N1CCCCC1	103.0	-0.3
CN(C)CCNC(=O)c1ccc(-n2c(-c3ccccc3)nc3cccnc32)cc1	94.0	-4.1
COC(=O)c1ccc(Cl)cc1NC(=O)N1CC=C(c2c[nH]c3ccccc23)CC1	106.0	-0.2
CCCCNc1nc2ccccc2n1Cc1ccc(C#N)cc1	106.0	0.9
O=C1Nc2c(c3ccccc3oc2=O)Nc2ccccc21	102.0	0
CCOC(=O)C1CCCN(C(=O)c2ccccc2NC(=O)c2nsc3ccccc23)C1 (centres undefined)	112.0	1.2
CCC1C/C(=C\c2sccc2C)C(=O)/C(=C/c2sccc2C)C1 (centres undefined)	98.0	-0.2
N#CCc1ccc(NC(=O)C2CCCCC2)cc1	99.0	-0.3
Cc1ccc(N2C(=O)N(CC(=O)Nc3ccccc3)c3ccccc3S2(=O)=O)cc1Cl	103.0	0.2
CC(C)/C=N/NC(=O)c1ccccc1	103.0	0.3
Cc1ccc(NC(=O)c2ccc3[nH]c(C)cc(=O)c3c2)c(C)c1	104.0	-0.4
CCOc1cc(CO)cc(Br)c1OCc1ccc(C(=O)O)cc1	100.0	-0.4

Single values from the entries so far.
Polio RdRp inh FP z-score, `CCCn1nc(C(=O)O)ccc1=O` = 0.1
Polio RdRp inh FP z-score, `C=CCn1c(C(O)c2ccccc2)n[nH]c1=S` (centres undefined) = -1.6

Continuation:
SMILES	Polio RdRp inh	Polio RdRp inh FP z-score
CCc1ccc(CN(Cc2ccco2)C(=O)c2ccc(C)cc2)cc1	111.0	0.6
CCSC1=C(C#N)C(c2ccccc2Cl)C(C#N)=C(N)N1 (centres undefined)	99.0	-0.1
COc1ccc(NC(=O)CCn2c(=O)c3cccn3c3cccnc32)cc1Cl	112.0	0.8
Cn1c(COc2ccccc2C(C)(C)C)nc2ccccc21	106.0	0.2
Cn1cnc2cc(NC(=O)c3cccs3)ccc21	101.0	-0.3
COC(=O)c1c(CC(C)C)csc1N	102.0	0
Cc1nc(Cc2nnc(SCCCn3c(=O)[nH]c4ccccc43)o2)cs1	102.0	-0.1
COc1c(C)cc(NS(=O)(=O)c2ccc3c(c2)OCCO3)cc1C	109.0	0.9
Cc1ncc(CO)c2cc(C(N)=S)c(=Nc3ccc(S(N)(=O)=O)cc3)oc12	102.0	0.1
O=C(COC(=O)C1CCC1)c1cc2ccccc2o1	103.0	0.3
Cc1sc2ncnc(NCc3cccnc3)c2c1C	105.0	0.1
O=c1oc2ccc(O)cc2s1	102.0	-0.1
Cc1cccc(N2C(=O)c3sc4nccc(=O)n4c3C2=O)c1	103.0	0
CCN(CC)S(=O)(=O)c1ccc(N=Nc2c(C)[nH]n(-c3ccccc3)c2=O)cc1	103.0	0.2
CSc1nnc(NC(=O)c2nc(S(=O)(=O)Cc3ccc(F)cc3)ncc2Cl)s1	100.0	-0.8
O=C(COC(=O)c1ccc2c(=O)n3c(nc2c1)CCCCC3)c1ccc(F)cc1	101.0	-0.2
O=C(NCc1ccccc1)c1ccc(CS(=O)(=O)c2c(Cl)cccc2Cl)o1	106.0	0.1
CC(OC(=O)c1ccc(-n2cnnn2)cc1)c1ccccc1Cl (centres undefined)	103.0	0.2
Cc1cc(C)c(S(=O)(=O)N(C)c2ccccc2)c(C)c1	99.0	-1.1
COC(=O)C1=C(N)N(c2ccc(S(N)(=O)=O)cc2)C2=C(C(=O)CCC2)C1c1ccc(OC)cc1 (centres undefined)	102.0	0
CCCc1cc(N2CCN(c3ccccn3)CC2)n2cnnc2n1	102.0	-0.1
Oc1[nH]c2ccccc2c1C=NCCc1ccccc1	100.0	-0.1
CN(Cc1ccccc1)c1nnc(NC(=O)Nc2cccc(Br)c2)s1	108.0	0.1
Cc1cccc(Cc2cnc(NC(=O)CN3CSCC3=O)s2)c1	114.0	1.8
Nc1nc2c(ncn2COCCOC(=O)c2ccccc2)c(=O)[nH]1	101.0	-0.2
COc1ccc2nc(NC(=O)c3ccc(S(=O)(=O)N4CCC(C)CC4)cc3)sc2c1	109.0	0.2
c1cncc(NCc2ccco2)c1	104.0	0.2
N#Cc1cccc(NC(=O)COC(=O)Cc2ccccc2)c1	105.0	0.5
O=C1/C(=C\c2cccc(Cl)c2)Cc2ccccc21	101.0	0.2
Cc1ccc(S(=O)(=O)N2CC=C(C(=O)Nc3cccc(F)c3)CC2)cc1	99.0	-0.6
CCOC(=O)c1oc2ccc(Br)cc2c1Cn1nc(C(=O)O)c2ccccc2c1=O	105.0	0.2
O=C(O)c1ccc(N2CCCS2(=O)=O)cc1	100.0	-1.5
Cc1ccc(Cl)cc1NC(=O)CCS(=O)(=O)c1ccc(Br)s1	103.0	0
Cc1ccccc1OCC(=O)NC(c1ccccc1)c1c(O)ccc2ccccc12 (centres undefined)	99.0	-0.9
Cc1ccc2nc(CSc3nnc(NC(=O)c4cccc(Br)c4)s3)cc(=O)n2c1	111.0	1
O=c1c2c3c(sc2nnn1Cc1ccc(Br)cc1)CCCC3	105.0	0
CC1CCN(c2nc(N3CCC(C)CC3)nc(N3CCC(C)CC3)n2)CC1	105.0	0.3
CCCc1ccc(Oc2ccc(NC(=O)C3CC3C(=O)O)cn2)c(OC)c1 (centres undefined)	102.0	-0.1
COCCN1Cc2cccc(C(=O)Nc3ccc(C)c(F)c3)c2C1=O	103.0	-1.3
CCCCc1nn2c(=O)cc(CN(CC)c3ccccc3)nc2s1	101.0	-0.4
Nc1cc(N)nc(SCc2ccccc2)n1	106.0	0.3
Cc1nn(CCCC(=O)NCc2ccccc2)c(=O)c2nn(-c3ccccc3)c(C)c12	110.0	0.3
CCn1c(SCC(=O)c2cc(C)n(-c3ncn[nH]3)c2C)nc2cc(S(N)(=O)=O)ccc21	93.0	-1.3
COC(=O)C(C)Sc1nc2c(cnn2-c2ccccc2)c(=O)[nH]1 (centres undefined)	103.0	0.7
CC(N/C=C1/CCCCC1=O)C1CC2CCC1C2 (centres undefined)	104.0	0.3
CCn1c(N)c(C(=O)N2CCCCC2)sc1=S	97.0	-1.6
CCS(=O)(=O)NCCc1sc2nc(-c3ccc(OC)cc3)nn2c1C	109.0	0.5
O=C(CCCSc1nnc(-c2cccs2)n1Cc1ccccc1)N1CCOCC1	101.0	-0.4
CCN1CCN(c2ncnc3c2cnn3-c2ccc(C)c(Cl)c2)CC1	101.0	-1.1
Cc1nn(C(C)C(=O)NC2CCCCCC2)c(=O)c2cc3occc3n12 (centres undefined)	103.0	0.3
NS(=O)(=O)c1ccc(CCNS(=O)(=O)c2ccc3[nH]cc(C(=O)O)c(=O)c3c2)cc1	104.0	0.5
COc1ccc(NC(=O)CN2C(=O)C(c3ccccc3)=NC23CCCC3)cc1	100.0	-0.7
NC(=O)CSc1nc2cc3c(cc2c(=O)n1CCCC(=O)NCc1ccc2c(c1)OCO2)OCO3	101.0	-0.5
CN1CCCN(C(=O)c2ccc(F)c(S(=O)(=O)N3CCOCC3)c2)c2nc3ccccc3nc21	103.0	0
CCC(C)N(C(=O)c1cc(Cl)ccc1OC)C(C)CC (centres undefined)	100.0	-0.1
Cc1cccc(NC(=O)C(=O)NCC(c2cccnc2)N2CCc3ccccc32)c1C (centres undefined)	106.0	-0.6
COc1cccc(CCNC(=O)c2cnc3sc(N4CCOCC4)nn3c2=O)c1	112.0	0.6
CCOC(=O)c1cc(-c2ccccc2)n(-c2cccc(C(=O)Nc3cccc(SC)c3)c2)c1C	104.0	0.1
COc1ccc(-c2cc(C(F)(F)F)c(C#N)c(SCC(=O)Nc3ccccc3F)n2)cc1	107.0	0.5
O=C(NCCC1=CCCCC1)C(c1ccccc1)c1ccccc1	111.0	0.8

Remaining list, next part.
SMILES	Polio RdRp inh	Polio RdRp inh FP z-score
c1ccc(CNc2nc3ccccc3[nH]2)cc1	100.0	-0.2
Cc1ccc(SC(=O)c2ccco2)cc1	98.0	-0.6
CCCN1C(=O)C(O)(CC(=O)c2ccc(CC)cc2)c2ccccc21 (centres undefined)	105.0	0
CC1CCN(CC(=O)Nc2ccc3c(c2)OCO3)CC1	103.0	-0.2
O=C(CSc1nc(-c2ccco2)nc2cc(=O)[nH]n12)Nc1ccccc1F	102.0	-0.9
Oc1cccc(/C=N/N=C/c2cccc(O)c2O)c1O	101.0	-0.2
N#Cc1c2c(c(Nc3ccc(O)cc3)n3c1nc1ccccc13)CCC2	94.0	-1.9
CC(C)c1ccccc1NC(=O)COC(=O)c1cc(Cl)cc(Cl)c1	100.0	-0.9
CN1/C(=C\C=N\NC(=O)C2COc3ccccc3O2)C(C)(C)c2ccccc21 (centres undefined)	102.0	0.1
Cc1ccc(NC(=O)CSc2nc(-c3ccco3)cc(C(F)(F)F)n2)c(C)c1	107.0	0.6
CCOc1ccc(-c2nnc(SCC(=O)NCCC(C)C)nc2-c2ccc(OCC)c(OC)c2)cc1OC	102.0	-0.7
O=c1c(O)c(-c2ccc(O)cc2O)oc2cc(O)cc(O)c12	105.0	1.2
CCN(c1ccccc1)S(=O)(=O)c1ccc(Cl)cc1	102.0	0.4
O=C(CCc1nnc(SCC(=O)N2CCc3ccccc32)[nH]c1=O)OCC(=O)N1CCc2ccccc21	99.0	-0.4
Cc1ccc(C)c(NC(=O)c2cnn(-c3cccc(F)c3)c2C2CCN(C(=O)OC(C)(C)C)CC2)c1	103.0	-0.7
O=C(C1CCCN(S(=O)(=O)c2cnc[nH]2)C1)N(CCc1ccccc1)Cc1ccccc1 (centres undefined)	104.0	2.2
O=C(NC(Cc1ccccc1)C(=O)Nc1nnc(-c2ccco2)o1)OCc1ccccc1 (centres undefined)	103.0	0.1
CCCC1(C(=O)OCC)NC(c2ccccc2F)C2C(=O)N(c3ccccc3)C(=O)C21 (centres undefined)	103.0	0.7
COCc1cc(C)nc2sc(C(O)c3ccccc3)c(NC(=O)c3ccco3)c12 (centres undefined)	98.0	-0.4
CC(C)C[N+]1(C)Cc2ccccc2C1	101.0	-0.2
O=C(CN1CCC(O)(c2ccc(F)cc2)CC1)NCc1ccc(F)cc1	103.0	0.2
FC(F)Oc1ccc(N=C=S)cc1	105.0	0.3
CSc1nnc(C2CCCN2CC(=O)Nc2ccc(Oc3ccccc3)cc2)n1C (centres undefined)	95.0	-2.9
CNC(=O)COc1c(C)cc(SC)cc1C	101.0	-0.3
CCN1CCN(C(=O)c2cc(Nc3ccc(C)c(C)c3)nc3ccccc23)CC1	100.0	-0.2

Part of the list above, as comma-separated lines.
structure,Polio RdRp inh,Polio RdRp inh FP z-score
FC(F)Oc1ccc(N=C=S)cc1,105.0,0.3
CSc1nnc(C2CCCN2CC(=O)Nc2ccc(Oc3ccccc3)cc2)n1C (centres undefined),95.0,-2.9

Part of the list above, in CSV form:
molecule,Polio RdRp inh,Polio RdRp inh FP z-score
O=C(CN1CCC(O)(c2ccc(F)cc2)CC1)NCc1ccc(F)cc1,103.0,0.2
FC(F)Oc1ccc(N=C=S)cc1,105.0,0.3
CSc1nnc(C2CCCN2CC(=O)Nc2ccc(Oc3ccccc3)cc2)n1C (centres undefined),95.0,-2.9
CNC(=O)COc1c(C)cc(SC)cc1C,101.0,-0.3
CCN1CCN(C(=O)c2cc(Nc3ccc(C)c(C)c3)nc3ccccc23)CC1,100.0,-0.2

Not all compounds are listed (hit frequency here may not be typical).
